MT stabilizer: stabilizes microtubules in HeLa cells; HeLa tubulin immunostaining HCS, 24 h; share of cells brighter than vehicle mean+2SD; % tubulin-high responders, % at 10 µM; 0.83% of 200,000 active; AID 2205;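 active means plate Z-score above 3 for both tubulin-high and condensed-nucleus cell shares, with cell loss under 80%, at 10 µM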;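 further: anti alpha tubulin signal scored within the nucleus-defined area of each cell; some results filed as inactive read as strong as hits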
Ins promoter up: MIN6 insulin promoter up-regulation | 0.3% of 190,000 active | AID 1625 | MIN6 insulin promoter-GFP reporter, high-content imaging; active compounds read high | z-score at 5 µM;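 active means z-score above 3 at 5 µM with at least 500 cells counted in the well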
bCat nuc transl: modulators of beta-catenin nuclear translocation; HeLa beta-catenin nuclear translocation, immunofluorescence imaging; AID 1665; nuclear translocation activity, % at 5 µM; 0.3% of 190,000 active;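 active means nuclear translocation activity above 50% at 5 µM, with a well cell count of 50 or more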;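 further: per-cell ratio of nuclear to cytoplasmic median beta-catenin stain intensity; plate controls were DMSO negative control for no effect and GSK-3 inhibitor IX positive control for full effect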
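Test system: HeLa cells, endogenous beta-catenin; Compound: single 5 µM dose plus 0.02–20 µM confirmation series; Times: compound exposure 24 h at 37°C; Signal: fluorescence imaging of beta-catenin antibody stain plus DAPI; Read-out: % activation, nuclear-to-cytoplasmic median beta-catenin signal ratio per cell.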
Yfh1-depleted yeast: mitochondrial function rescue without frataxin homolog – Friedreich's ataxia, plus single-dose screen, dose response (AID 1465) | S. cerevisiae Yfh1-off respiration, WST-1 reduction, 72 h; higher fold induction means a stronger effect | fold induction at 50 µM; hits with a dose series show EC50 in µM | 0.074% of 220,000 active;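 active means fold induction of absorbance versus untreated yeast above a set limit, then at least 30% activation at any dose in follow-up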;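 further: activators that raise dye reduction in frataxin-depleted yeast; strong numbers were not always called active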
HEK293 NOD2/NF-kB: NOD2 signaling inhibitors, cell-based, luminescence, uHTS, HEK293 (AID 1566); HEK293 NOD2/NF-kB luciferase reporter, luminescence; higher % means a stronger effect; inhibition, % at 4 µM; hits with a dose series show EC50 in µM; 0.63% of 290,000 active; in the data active means inhibition above about 50%; further: many of its hits are not listed in these tables
NOD1 inhibition: inhibition of NOD1-driven NF-kB reporter – cell-based, luminescence, uHTS, primary screen (AID 1578); inhibition, % at 4 µM, or EC50 in µM where a hit was titrated; 1% of 290,000 active; NOD1-driven NF-kB luciferase reporter cells, luminescence; higher % means a stronger effect; in the data active means inhibition mostly above about 36%, no sharp cut-off; inactive means mostly below about 34%;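 further: HEK-293T reporter cells stimulated with the NOD1 agonist gamma-tri-DAP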
Autophagy HCS: autophagy modulation, high-content screen | 0.98% of 190,000 active | AID 463193 | calls only at 10 µM (by protocol) | MEF GFP-LC3 puncta imaging; test concentration mostly 10 µM;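 active means percentage of spot-positive cells more than 3 SD above its plate mean, without a fluorescence outlier flag or 80% toxicity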;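 further: spot-positive cell cutoff set from DMSO-treated cells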
Dynein cargo inh: blocks dynein driven cargo transport along microtubules; AID 1381; z-score, hits read low; 3617.4 mouse cells, GR-EGFP nuclear translocation imaging; test concentration mostly 20 µM; stimulated with dexamethasone, 1 µM; active compounds read low; 0.47% of 220,000 active;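 active means plate z-score of nuclear minus cytoplasmic receptor signal below a set negative limit, without overly bright fluorescence or cell loss, cut at about -3.5 in these data, passing the limit was not always enough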;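 further: z-score of nuclear minus cytoplasmic ring GR-EGFP intensity difference per well; some compounds called inactive have numbers as strong as hits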
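Buffer or medium: Induction medium lacking tetracycline, stripped serum | Also added: Dexamethasone agonist, 1.0 µM final, for 30 min | Timing: 48 h induction, 1 h compound, 30 min dex at 37 °C | Detection: Formaldehyde fixation, Hoechst nuclear stain, 10x automated fluorescence imaging | Measure: Nuclear versus cytoplasmic GR-EGFP signal, averaged per well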
M17LAP inhibition: P. falciparum M17LAP inhibitors, primary screen, biochemical, fluorogenic H-Leu-NHMec substrate, 1536-well (AID 1619). recombinant M17LAP, H-Leu-NHMec fluorogenic kinetic assay; higher % means a stronger effect. inhibition, % at 30 µM, or IC50 in µM where a hit was titrated. 0.38% of 220,000 active;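 active means compound inhibiting the enzyme by more than half at any dose during confirmatory dose-response retesting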;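 further: plate controls were full reaction with DMSO carrier for no effect and no enzyme background for full effect; strong numbers were not always called active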
Dynein cargo inh cytoplasmic EGFP: also measured in Dynein cargo inh; calls as there; z-score; measured here: cytoplasmic GR-EGFP intensity; active compounds read high
Dynein cargo inh nuclear GR-EGFP: second read-out of Dynein cargo inh, no call of its own (marks repeat the call); z-score; measured here: nuclear GR-EGFP intensity;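 lower value marks the stronger effect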
Dynein cargo inh cell count: also measured in Dynein cargo inh; calls as there; z-score; measured here: cell count per field
Ins promoter up cell count: further read-out of Ins promoter up, marked with its call; cell count; measured here: cytotoxicity, nuclei count;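 total cells summed across four imaged fields per well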
bCat nuc transl cell count 5 µM: further read-out of bCat nuc transl, marked with its call; cell count; measured here: cell count, cytotoxicity flag
MT stabilizer Hoechst-high %: second read-out of MT stabilizer, no call of its own (marks repeat the call); % Hoechst-high responders; measured here: nuclear condensation Hoechst responders;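 share of cells brighter than vehicle mean plus two SD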
MT stabilizer cytotoxicity %: further read-out of MT stabilizer, marked with its call; toxicity, %; measured here: cytotoxicity by cell density;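 0% = mean cell density of plate MIN control wells and 100% = no cells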
Autophagy HCS cell loss 18 h: second read-out of Autophagy HCS, no call of its own (marks repeat the call); toxicity, %; measured here: cell loss, nuclei count;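 cell loss after 18 h compound exposure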
An asterisk follows results filed as active; i = inactive; / = not tested or not shown. Only part of the results is shown; count on the stated rates, not on these rows.

SMILES | MT stabilizer | MT stabilizer Hoechst-high % | MT stabilizer cytotoxicity % | Ins promoter up | Ins promoter up cell count | bCat nuc transl | bCat nuc transl cell count 5 µM | Yfh1-depleted yeast | HEK293 NOD2/NF-kB | NOD1 inhibition | Autophagy HCS | Autophagy HCS cell loss 18 h | Dynein cargo inh | Dynein cargo inh cytoplasmic EGFP | Dynein cargo inh nuclear GR-EGFP | Dynein cargo inh cell count | M17LAP inhibition
Cc1cc(C)c(C#N)c(SCCN2CCOCC2)n1 | / | / | / | -0.2 | 1100 | 0.5 | 1318 | i | -8% | -12% | / | / | 0.45 | -0.31 | -0.2 | 0.54 | -3%
COC(=O)c1cccc(C#CC(NP(=O)(c2ccccc2)c2ccccc2)c2ccccc2)c1 (stereo not given) | / | / | / | -0.94 | 936 | -2.1 | 1167 | i | 15% | 3% | / | / | -0.35 | -0.78 | -0.13 | -0.23 | -9%
Cc1cc(C)c(C)c(OCCCN(C)C)c1 | 1.9 | 2.5 | 8.9 | 0.06 | 1290 | 3.2 | 481 | i | 9% | -2% | i | -1 | -0.38 | -0.23 | 0.41 | 0.26 | -5%
Cc1ccc(S(=O)(=O)c2c(C)cc(C)nc2N2CCOCC2)cc1 | 2.1 | 2.0 | 5.7 | -0.49 | 1283 | -0.9 | 1104 | i | 15% | -15% | i | 1 | 1 | -0.36 | -0.12 | -0.67 | -1%
COC(=O)COC(=O)c1ccc(-n2nnnc2SC)cc1 | 5.5 | 1.9 | 12 | 0.62 | 800 | -4.1 | 1012 | i | 11% | 22% | i | 8 | -0.38 | -0.29 | 0.031 | 0.031 | -3%
COc1ccc(/C=N/NC(=O)C2C3CCCCC32)cc1OC (stereo not given) | 2.2 | 1.3 | 1.3 | -1.5 | 1316 | 0.9 | 1098 | i | 13% | -10% | i | -24 | 0.049 | -0.18 | 0.3 | 0.11 | -1%
O=C(CN(c1ccccc1F)S(=O)(=O)c1ccccc1)N1CCCCCC1 | 1.7 | 1.4 | 5.1 | 0.49 | 980 | / | / | i | -10% | 4% | i | 5 | 0.77 | 0.38 | 0.37 | -0.58 | -2%
CCn1c(CCCOc2ccc(Cl)cc2Cl)n[nH]c1=S | 1.9 | 2.8 | 1.5 | / | / | 8.8 | 724 | i | -20% | 17% | i | 10 | -0.11 | -0.36 | 0.16 | 0.65 | /
CCOc1ccc(NC(=O)CSc2nc3ccccc3c(=O)n2CCCC(=O)N2CCCC2)cc1 | 1.7 | 1.7 | 2.3 | -1.2 | 1353 | 1.3 | 1434 | i | 11% | -50% | i | -1 | 0.15 | -0.19 | -0.14 | 0.25 | -3%
c1ccc2c3nnc4n(c-3nc2c1)CCCS4 | 3.5 | 1.9 | 2.2 | 0.59 | 1304 | 0.2 | 1071 | i | -41% | -29% | i | 1 | 2.4 | -0.073 | 1 | -1.2 | 8%
O=C(C1COc2ccccc2O1)N1CCN(c2ccccc2F)CC1 (stereo not given) | 3.5 | 2.9 | 10 | 0.1 | 1292 | -4.0 | 1022 | i | -3% | -12% | i | 0 | 1.1 | -0.27 | 0.73 | -0.35 | -10%
CCN1C/C(=C/c2sccc2C)c2nc3ccccc3c(C(=O)O)c2C1 | / | / | / | 0.99 | 963 | -0.9 | 1441 | i | -6% | 3% | / | / | 0.037 | -0.73 | -0.11 | 0.17 | 1%
O=C1c2ccccc2C(=O)N1CCn1c(=O)oc2ccccc21 | 4.5 | 2.8 | 3.1 | -0.72 | 1769 | 4.1 | 1013 | i | 9% | 5% | i | 31 | -0.56 | -0.19 | -0.63 | 0.23 | 2%
CCCCc1cc(=O)oc2c(CN(C)C)c(O)c(Cl)cc12 | 2.4 | 1.7 | 7.3 | 0.56 | 1234 | 0.7 | 1130 | i | 8% | 0% | i | 0 | 0.37 | -0.41 | 0.081 | -0.081 | i
O=C(CCN1CCCCCC1)Nc1cccc(F)c1 | 1.6 | 2.1 | 5.0 | 0.34 | 1015 | -3.1 | 1221 | i | 2% | -19% | i | -2 | -0.4 | -0.087 | -0.061 | 0.8 | 9%
CCOc1ncccc1C(=O)NCc1ccc(C)cc1 | 3.8 | 2.0 | 5.1 | -1.6 | 1485 | 0.9 | 991 | i | 23% | -32% | i | -3 | -0.86 | -0.0064 | -0.44 | 1 | -3%
CCCSc1nc(=O)n2cccc(C)c2n1 | 1.8 | 1.6 | 0.1 | -0.2 | 1687 | 2.6 | 963 | i | 1% | -18% | i | 12 | -0.44 | -0.19 | -0.52 | 0.33 | 13%
COc1ccc([C@H]2C=C3CN(C(=O)OC(C)(C)C)S(=O)(=O)[C@H]3C[C@H]2OC(=O)c2cccs2)cc1 | / | / | / | 0.59 | 609 | -1.8 | 966 | i | -10% | -8% | / | / | 0.0038 | -0.74 | 0.11 | 0.009 | -13%
CC/C=C/C(=O)N1CC2(CC(c3cccc(NC(=O)CC)c3)=NO2)C[C@H]1C(N)=O (stereo not given in full) | / | / | / | 1.1 | 918 | 0.6 | 1031 | i | 4% | 7% | / | / | 0.58 | -0.79 | 0.41 | -0.17 | 8%
Cc1ccc(-c2nc(CS(=O)(=O)CC(=O)N3CCCCCC3)c(C)o2)cc1 | 4.3 | 3.6 | 14 | 0.49 | 1717 | 1.6 | 1127 | i | 23% | -10% | i | -5 | -0.43 | -0.18 | 0.11 | -0.059 | 23%
Cc1cc(C)c(C(=O)Cn2cnc3cc([N+](=O)[O-])ccc3c2=O)cc1C | 1.8 | 3.0 | 8.1 | -1.3 | 1238 | 1.3 | 1189 | i | 13% | -40% | i | -1 | -0.59 | 0.86 | -0.12 | -0.25 | -1%
O=C(CSc1ncn[nH]1)OCN1C(=O)c2ccccc2C1=O | 5.2 | 2.7 | 7.0 | 1.3 | 1259 | -1.2 | 1124 | i | -12% | 2% | i | 21 | 0.065 | -0.32 | 0.29 | -0.25 | 64µM*
Cn1c(SCC(=O)Nc2nc3ccccc3s2)nnc1-c1ccccc1 | 2.4 | 1.3 | 7.7 | 0.2 | 875 | / | / | / | 11% | -9% | i | -8 | -0.81 | 0.16 | -0.1 | 0.67 | -1%
O=C(NCC(=O)N(CCc1ccccc1)C(C(=O)NC1CCCC1)c1cccnc1)c1ccco1 (stereo not given) | 2.5 | 1.5 | 7.1 | -0.58 | 1624 | -1.6 | 1032 | / | 22% | -4% | i | 10 | 0.49 | -0.21 | 0.43 | 0.97 | -2%
COC(=O)C(Cc1ccccc1)NS(=O)(=O)c1ccccc1Br (stereo not given) | / | / | / | 0.23 | 1142 | 0.7 | 1170 | i | 33% | -4% | / | / | -0.52 | -0.74 | -0.17 | 0.39 | 10%
CCOc1ccccc1N1CC(C(=O)N2CCc3ccccc32)CC1=O (stereo not given) | 2.7 | 1.5 | 9.8 | / | / | / | / | i | 25% | 18% | i | 4 | -0.044 | -0.14 | -0.46 | -0.77 | 4%
CC(=O)Oc1ccc(/C=c2\sc3ncnn3c2=O)cc1 | 4.3 | 2.0 | 1.6 | -0.32 | 1487 | 0.7 | 1332 | i | 14% | 6% | i | -1 | 0.66 | -0.29 | 0.42 | 0.21 | 25%
S=c1[nH]nc(-c2ccc(Cl)cc2)n1/N=C/c1cccs1 | / | / | / | 0.13 | 1044 | 0.4 | 1345 | i | -8% | -8% | / | / | -0.46 | -0.26 | 0.41 | -0.042 | -6%
CCCC(=O)c1ccc2c(c1)OCCO2 | 1.3 | 2.5 | 8.0 | 0.14 | 887 | 1.2 | 1154 | i | 2% | 1% | i | 1 | 2.1 | 0.098 | 1.1 | -1.7 | 17%
CCOc1cc(C=O)ccc1OCCSc1ccc(Cl)cc1 | 1.9 | 1.7 | 9.5 | 0.19 | 1499 | -2.1 | 1366 | i | -20% | -2% | i | -13 | -0.16 | 1.1 | 0.11 | -0.31 | -9%
COc1cc(C(=O)Nc2cccc3ncccc23)cc(OC)c1OC | 4.5 | 3.3 | 5.1 | 1.5 | 1308 | / | / | i | -13% | 16% | i | 2 | -0.79 | -0.18 | -0.27 | 0.29 | 2%
CCCCc1nc(S(=O)(=O)c2ccc(Cl)cc2)c(N2CCOCC2)o1 | 4.0 | 2.6 | 6.6 | -0.32 | 1274 | 5.0 | 1071 | i | -2% | -22% | i | 13 | -0.14 | -0.25 | -0.26 | 1.2 | -7%
COc1ccccc1NC(=O)COC(=O)c1ccccc1C(=O)N1CCN(c2ccccc2)CC1 | 2.3 | 2.0 | 4.8 | 0.06 | 1098 | -0.2 | 1086 | i | -19% | 19% | i | 4 | 1.1 | -0.27 | 0.53 | -0.61 | 0%
CCOC(=O)c1c(NC(=O)COC(=O)c2nc(Cl)ccc2Cl)sc2c1CCC2 | 2.1 | 4.4 | 2.1 | 1.5 | 1237 | 0.5 | 509 | i | -1% | 62% | i | -10 | -0.96 | -0.06 | -0.72 | 0.83 | -19%

Printed as active in M17LAP inhibition, among the entries above:
smiles | MT stabilizer Hoechst-high % | HEK293 NOD2/NF-kB | NOD1 inhibition | Dynein cargo inh | Dynein cargo inh cytoplasmic EGFP | Dynein cargo inh nuclear GR-EGFP | Dynein cargo inh cell count | M17LAP inhibition
O=C(CSc1ncn[nH]1)OCN1C(=O)c2ccccc2C1=O | 2.7 | -12% | 2% | 0.065 | -0.32 | 0.29 | -0.25 | 64µM*
